GLP1R inv ag: qHTS of GLP-1 Receptor Inverse Agonists (Inhibition Mode). hit rate 1.6% among 410,000. HEK293 GLP-1R CRE-luciferase, luminescence, 24 h; GLP-1R form is constitutively active. Potency, µM (series often up to 38.3 µM), without a hit: top-dose activity change, negative = inhibition, most hits filed as inhibitors; note: potency is the fitted concentration of half-maximal effect; % is set by controls: 0 for no effect and ±100 for the full control effect; nearly all actives have a fitted effect of over 55% in size
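Stable HEK293 clone (constitutively active GLP-1R + cAMP-response luciferase); 200 cells/uL plated, 12 h pre-culture, compound 24 hr, 37 deg C/5% CO2; detection reagent 12 min RT; luminescence.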
KB-V1 MDR tox: qHTS assay for MDR1-selective chemotherapeutics: Primary screen using the drug-selected MDR subline cells KB-V1 | AID 1347076, 2019 | Potency, µM (series often up to 46.1 µM), for the others: top-dose activity change, negative = cytotoxicity, most hits filed as cytotoxic | KB-V1 MDR cells viability, CellTiter-Glo, 72 h | hit rate 3.4% among 400,000; note: potency is the fitted concentration of half-maximal effect; % is set by controls: 0 for no effect and ±100 for the full control effect; nearly all actives have a fitted effect of over 60% in size
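Luminescent ATP read-out (CellTiter-Glo, 10 min) measures survival of drug-selected KB-V1 MDR cells after 72 h, 37 degrees C compound exposure. Medium: phenol-red-free DMEM, 10% FBS. Values from fitted concentration-response curves.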
aSyn yeast inh: qHTS of alpha-syn Inhibitors. Yeast expressing alpha-synuclein, growth rescue, BacTiter-Glo, 24 h. Potency, µM (series often up to 46.1 µM), inactives show top-dose growth rescue (activation), most hits filed as activators. hit rate 0.14% among 370,000. AID 652106, 2013; note: potency is the fitted concentration of half-maximal effect; % of control where 0% means no effect; nearly all actives have a fitted effect of over 65% in size
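Screening used galactose-induced yeast with toxic alpha-synuclein levels, exposed to compound for 24 hr at 30 deg C. Cell growth, read with BacTiter-Glo luminescence, gave the measured signal.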
HEK293 tox: qHTS of GLP-1 Receptor Inverse Agonists: Cytotox Screen; Potency, µM (series often up to 38.3 µM), for the others: at the top dose activity change, negative = inhibition, usual class: inhibitors; hit rate 0.13% among 410,000; HEK293 cAMP-luciferase reporter cells, luminescence, 24 h; AID 624418, 2012;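 note: loss of luciferase light is scored as toxicity; potency is the fitted concentration of half-maximal effect; % is set by controls: 0 for no effect and ±100 for the full control effect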
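Seeding density was 200 cells/uL; after overnight-length (12 h) culture, 23 nL compounds went on for 24 h at 37 °C. Readout used a luciferase detection reagent, luminescence taken after 12 min at room temperature.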
PTHR1 agonist: qHTS for PTHR1 Agonists: Primary Screen | HEK293 GP2 PTHR1 cells, GloSensor cAMP luminescence, 1 h | Potency, µM (top dose mostly 115 µM), for inactives: at the highest dose activation, most hits filed as activators | hit rate 0.075% among 410,000; note: potency is the fitted concentration of half-maximal effect; nearly all actives have a fitted effect of over 55% in size; some results filed as inactive show a strong effect at the top dose; inactives centre near -15; many of its hits are not listed in these tables
Target sequence (Q03431 whole entry, looked up): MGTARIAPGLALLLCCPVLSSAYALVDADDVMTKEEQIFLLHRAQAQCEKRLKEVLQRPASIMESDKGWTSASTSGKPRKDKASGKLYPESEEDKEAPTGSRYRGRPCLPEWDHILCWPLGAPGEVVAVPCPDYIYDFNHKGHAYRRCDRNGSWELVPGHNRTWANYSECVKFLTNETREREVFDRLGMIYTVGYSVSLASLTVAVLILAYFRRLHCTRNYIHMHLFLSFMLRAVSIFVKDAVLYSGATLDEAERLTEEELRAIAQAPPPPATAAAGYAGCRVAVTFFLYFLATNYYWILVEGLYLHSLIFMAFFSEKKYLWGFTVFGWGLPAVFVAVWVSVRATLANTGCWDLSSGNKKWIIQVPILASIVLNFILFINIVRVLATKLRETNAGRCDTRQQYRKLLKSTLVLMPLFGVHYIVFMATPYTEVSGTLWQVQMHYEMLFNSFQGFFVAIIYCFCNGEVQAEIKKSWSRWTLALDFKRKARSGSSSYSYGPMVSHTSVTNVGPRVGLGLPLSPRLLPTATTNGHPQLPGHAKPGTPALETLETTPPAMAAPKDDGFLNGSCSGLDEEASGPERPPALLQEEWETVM
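HEK-293-derived GP2 cells expressing PTHR1 and a GloSensor cAMP reporter, 3,000/well, plated overnight, given luciferin plus IBMX (each 0.5 mM as added) for 1 h at 37 °C, then compound for 1 h at 37 °C. Luminescence was read after 15 min at room temperature.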
DRD3 antagonist: qHTS of D3 Dopamine Receptor Antagonist: qHTS | D(3) dopamine receptor (Homo sapiens), P35462 | D3R cells, DiscoveRx beta-arrestin luminescence, antagonist mode; hits give low values | max response, negative = inhibition, % | hit rate 2.5% among 360,000; in the data active = max response below about -50%; inconclusive = no clear call, values can overlap the other calls; note: % is set by controls: 0 for no effect and ±100 for the full control effect; mostly tested at two doses, the higher about 12 µM
Target sequence (P35462 whole entry, looked up): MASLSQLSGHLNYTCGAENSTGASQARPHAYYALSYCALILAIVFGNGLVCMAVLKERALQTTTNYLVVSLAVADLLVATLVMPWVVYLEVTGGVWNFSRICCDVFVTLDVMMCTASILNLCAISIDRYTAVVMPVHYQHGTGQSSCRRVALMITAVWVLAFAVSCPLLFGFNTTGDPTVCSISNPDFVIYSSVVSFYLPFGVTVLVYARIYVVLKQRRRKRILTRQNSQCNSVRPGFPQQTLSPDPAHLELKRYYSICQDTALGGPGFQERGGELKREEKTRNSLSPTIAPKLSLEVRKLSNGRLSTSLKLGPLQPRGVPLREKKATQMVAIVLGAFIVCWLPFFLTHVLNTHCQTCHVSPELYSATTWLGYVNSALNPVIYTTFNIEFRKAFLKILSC
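Cells plated overnight at 1500 cells/well, then exposed to library compounds with dopamine controls for 90 minutes at 37 degrees C. DiscoveRx reagent added for 30–60 minutes at room temperature; luminescence read, quantitative HTS format.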
GLP1R ag: qHTS of GLP-1 Receptor Agonists | Glucagon-like peptide 1 receptor (Homo sapiens), P43220 | HEK293 GLP-1R CRE-luciferase, luminescence, 4-6 h; cells express a hypersensitive GLP-1R form | Potency, µM (highest dose often 45.6 µM), for the others: at the top dose activation, usual class: activators | hit rate 0.007% among 380,000; note: potency is the fitted concentration of half-maximal effect; % of control where 0% means no effect
TDP43 rescue: qHTS of TDP-43 Inhibitors. TDP-43 expressing yeast growth rescue, BacTiter-Glo, 24 h. Potency, µM (highest dose often 46.1 µM), inactives show at the highest dose growth rescue (activation), most hits filed as activators. hit rate 1.8% among 410,000; note: potency is the fitted concentration of half-maximal effect; % of control where 0% means no effect; nearly all actives have a fitted effect of over 50% in size
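Yeast cells expressing TDP-43 under galactose induction are exposed to compounds for 24 hr at 30 deg C. BacTiter-Glo luminescence measures growth, so protective compounds score as activators.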
D3 ag: qHTS of D3 Dopamine Receptor Agonist: qHTS; D(3) dopamine receptor (Homo sapiens), P35462; D3R DiscoveRx beta-arrestin cells, luminescence, 90 min; max activation, %; hit rate 0.58% among 410,000; AID 652048, 2013; in the data active = max activation above about 30%; note: 0% is about no effect; mostly tested at two doses, the higher about 12 µM
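Agonist-mode cell screen: cells plated at 1500/well and incubated overnight at 37 °C, then exposed to library compounds for 90 min at 37 °C. Detection reagent was added for 30–60 min at room temperature, and luminescence was read.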
An asterisk follows results filed as active; i = inactive; ? = inconclusive; . = not tested or not shown; [ ] = remark or other dose. Unless noted, calls come from the whole dose curve; as a rule, active = well fitted curve in the direction sought with a large enough effect; inconclusive = small, poorly fitted or top-dose-only effect, or another doubt; inactive = no such curve, though single readings can be large; an effect the other way counts as inactive or inconclusive. The list is partial (hit frequency here may not be typical).

The line under a structure holds: GLP1R inv ag, KB-V1 MDR tox, aSyn yeast inh, HEK293 tox, PTHR1 agonist, DRD3 antagonist, GLP1R ag, TDP43 rescue, D3 ag
(1) C=C(C)COc1ccc(-c2[nH]ncc2-c2ccc(Br)cc2)c(O)c1
    0%, 12µM*, 14%, ?, -7%, 0, -29%, -91%[inhibitor], -4
(2) O=C(CN1C(=O)C2C3C=CC(C3)C2C1=O)NC1CCCc2ccccc21 (stereo not drawn)
    -4%, -1%, 6%, 4%, i, 19, -15%, 11%, 4
(3) O=C(COC(=O)c1cccs1)NCc1cccs1
    2%, 2%, -5%, 7%, i, -5, 3%, -10%, -1
(4) O=C(NC(c1ccccc1)c1ccc2ccccc2n1)C1CCN(Cc2cccc(C(F)(F)F)c2)CC1 (stereo not drawn)
    ?, ?, -10%, ?, -13%, -63*, -1%, 7%, -21
(5) CCOC(=O)CNC(=O)C1(c2ccccc2)CCCC1
    0%, ?, 2%, 5%, 7%[57.5 µM], -10, 13%, ?, -13
(6) COc1ccc(Cl)cc1NC(=O)NCCN1CCCCC1
    ?, -17%, 0%, -5%, 0%, ?, -4%, ., -14
(7) Cc1cc(NS(=O)(=O)c2ccc(NC(=S)Nc3ccc(Cl)cc3C)cc2)no1
    4%, 27%, 12%, -8%, -3%, 15, -2%, 17%, 1
(8) O=C(Nc1cccc(NC(=O)c2ccc(Cl)cc2Cl)c1)c1cccnc1
    ?, ?, -5%, 13%, -23%, -2, 12%, 45%, 4
(9) CN1C(=O)Cc2cc(S(=O)(=O)Nc3ccc(N4CCOCC4)cc3)ccc21
    65%[activator], -10%, 5%, -9%, -10%, 11, 8%, -10%, 11
(10) CCc1ccccc1N1CC(C(=O)Nc2cc(S(=O)(=O)N3CCCC3)ccc2Cl)CC1=O (stereo not drawn)
    4%, -6%, 2%, 1%, -11%, 14, 0%, 23%, 9
(11) O=C(CNC(=O)c1cccs1)N/N=C/c1ccccc1[N+](=O)[O-]
    11%, -28%, -5%, -3%, i, 5, 24%, -5%, 2
(12) Cc1c(C)c(C)c(S(=O)(=O)NCCC(=O)N2CCN(Cc3ccc(C#N)cc3)CC2)c(C)c1C
    ?, ?, -2%, -2%, -45%, -16, 6%, 7%, -5
(13) CC(C)Cn1c(N)c(C(=O)COC(=O)C2CCCN2C(=O)c2cccs2)c(=O)n(C)c1=O (stereo not drawn)
    7%, ., -2%, 2%, -1%, -3, 0%, 2%, 1
(14) C1=C(c2ccccc2)CCN(c2ncnc3nc[nH]c23)C1
    13%, -3%, -8%, -4%, i, -22, 11%, 21%, -6
(15) CC(=O)Nc1ccc2nc(NC(=O)CN3CCOCC3)sc2c1
    31%[activator], -16%, -3%, 1%, i, -10, -3%, -12%, -9
(16) COc1ccc(-c2cc(C(F)F)n3ncc(C(=O)Nc4cc(OC)ccc4OC)c3n2)cc1
    2%, 0%, ., -13%, i, ., ., 18%, 3
(17) CNC(=O)CC(C(=O)O)c1ccc(OC(C)C)cc1 (stereo not drawn)
    -1%, -5%, 3%, -10%, 11%[57.5 µM], 20, -13%, -6%, -3
(18) CC(C)C[C@@H](CN(C)N=O)N(C[C@H](Cc1ccccc1)N(CCc1ccccc1)N=O)N=O
    ?, -18%, 0%, -11%, i, -9, 0%, 5%, 4
(19) CC(C)COC(=O)N(C)C[C@@H]1OCc2cnnn2CCCC(=O)N([C@@H](C)CO)C[C@@H]1C
    23%, 13%, 3%, 1%, -23%, 1, -5%, 27%, 2
(20) CCN(CC)CCC(=O)c1ccc(F)cc1
    5%, 6%, 10%, 2%, -1%, -2, 9%, -3%, -1
(21) Cc1cc(NC(=O)c2cc3ncc(Br)cn3n2)no1
    40%[activator], ?, 4%, -1%, i, -19, 2%, 5%, 2
(22) O=C(NCCc1c[nH]c2ccccc12)c1cc2sccc2n1Cc1ccccc1
    ?, ?, 14%, -10%, -34%, 9, -11%, ?, -3
(23) Cc1ccc(NC(=O)CNc2cccc(C)c2C)c(C)c1
    ?, 8%, 17%, -4%, -2%, 11, -3%, ?, 1
(24) COc1cc([N+](=O)[O-])ccc1NC(=S)NNC(=O)CCC(=O)Nc1ccccc1Cl
    1%, 0%, -3%, -19%, i, -16, -5%, -9%, -5
(25) Cn1cncc1C#Cc1c(C=O)[nH]c2ccccc12
    ?, ?, -1%, 5%, -1%, -10, 11%, 14%, 4
(26) CS(=O)(=O)c1cccc(NC(=O)CSc2nnc3n2CCCCC3)c1
    12%, 1%, -3%, -14%, -11%, 3, 10%, 21%, 2
(27) CC(=O)c1cccc(CN2CCN(Cc3ccccc3)C(CCO)C2)c1 (stereo not drawn)
    -13%, -11%, 0%, 1%, i, -28, -2%, -25%, -16
(28) Nc1nc2nc(-c3ccc(OCc4ccccc4)cc3)cc(C(F)(F)F)n2n1
    56%[activator], 1%, -3%, 62%[activator], -8%, 0, -1%, 10%, 0
(29) CCN(CC)C1CCN(C(=O)c2cc(COc3cccc4cccnc34)on2)C1 (stereo not drawn)
    12%, -9%, 3%, -11%, i, 15, -2%, -2%, -16
(30) Cc1c(C(=O)NCCN2CCOC2=O)oc2c(F)cccc12
    9%, -7%, 5%, 5%, i, 6, -1%, -5%, -3

A different layout for 7 compounds above:
no. | Molecule | GLP1R inv ag | KB-V1 MDR tox | aSyn yeast inh | HEK293 tox | PTHR1 agonist | DRD3 antagonist | GLP1R ag | TDP43 rescue | D3 ag
24 | COc1cc([N+](=O)[O-])ccc1NC(=S)NNC(=O)CCC(=O)Nc1ccccc1Cl | 1% | 0% | -3% | -19% | i | -16 | -5% | -9% | -5
25 | Cn1cncc1C#Cc1c(C=O)[nH]c2ccccc12 | ? | ? | -1% | 5% | -1% | -10 | 11% | 14% | 4
26 | CS(=O)(=O)c1cccc(NC(=O)CSc2nnc3n2CCCCC3)c1 | 12% | 1% | -3% | -14% | -11% | 3 | 10% | 21% | 2
27 | CC(=O)c1cccc(CN2CCN(Cc3ccccc3)C(CCO)C2)c1 (stereo not drawn) | -13% | -11% | 0% | 1% | i | -28 | -2% | -25% | -16
28 | Nc1nc2nc(-c3ccc(OCc4ccccc4)cc3)cc(C(F)(F)F)n2n1 | 56%[activator] | 1% | -3% | 62%[activator] | -8% | 0 | -1% | 10% | 0
29 | CCN(CC)C1CCN(C(=O)c2cc(COc3cccc4cccnc34)on2)C1 (stereo not drawn) | 12% | -9% | 3% | -11% | i | 15 | -2% | -2% | -16
30 | Cc1c(C(=O)NCCN2CCOC2=O)oc2c(F)cccc12 | 9% | -7% | 5% | 5% | i | 6 | -1% | -5% | -3

More compounds:
The line under a structure holds: GLP1R inv ag, KB-V1 MDR tox, aSyn yeast inh, HEK293 tox, PTHR1 agonist, DRD3 antagonist, GLP1R ag, TDP43 rescue, D3 ag
(31) CCCc1cc(=O)[nH]c2nnc(SCC(=O)Nc3cccc(NC(C)=O)c3)n12
    -11%, 0%, -6%, 2%, 30%, -8, 0%, -21%, -15
(32) O=C1C(Cl)=C(NC2CCCCC2)C(=O)N1c1ccc(Cl)cc1
    ?, ?, 0%, 0%, -16%, 2, 2%, 12%, 0
(33) CCCCCOc1ccc(CSC2=NCCN2)cc1[N+](=O)[O-]
    4µM*, 23%, 1%, 7%, -6%, -6, 21%, 1%, -8
(34) COc1ccc(S(=O)(=O)N(C)C)cc1NC(=O)COc1ccc2c(c1)CCC2
    -46%, -6%, 9%, -15%, -25%, 23, 13%, ?, 4
(35) CCOc1ccc2[nH]c(=O)c(CN(Cc3cccs3)Cc3nnnn3C(C)(C)CC)cc2c1
    ?, 18µM*, -10%, 11µM*, -9%[57.5 µM], 21, 1%, -13%, 31*
(36) COc1cc(C(=O)O)nc2ccc([N+](=O)[O-])cc12
    21%, 1%, 0%, 8%, i, -8, 0%, 5%, -4
(37) CCn1cc(CNC(=O)c2cc(-c3ccccc3OC)nc3ccccc23)c(C)n1
    41%[activator], ?, -7%, -13%, -59%[inhibitor], ?, 28%, -4%, 2
(38) CC(=O)c1ccc(Nc2cc(C)nc3ccc(C)cc23)cc1
    ?, ?, -11%, ?, i, -14, 12%, 14%, -13
(39) Clc1ccc(Cl)c(-c2ccc(/C=N/c3ncn[nH]3)o2)c1
    -4%, 13%, -1%, -1%, i, 12, 0%, 4%, 32*
(40) COc1ccc(NC(=O)c2ccco2)cc1NC(=O)c1ccc(C)cc1
    ?, ?, 11%, -28%, i, -4, -1%, ?, -5
(41) COC(=O)c1c(-c2ccsc2)sc2ccc(-c3cc(OC)c(OC)c(OC)c3)cc12
    ?, -6%, -22%, 6%, i, 49, 12%, 38%, 53*
(42) CCn1c2ccc(C)cc2c2nnc(NN)nc21
    60%[activator], ?, -4%, 11%[1.53 µM], -20%, -17, 6%, -2%, 1
(43) O=C(CSc1ncnc2c1oc1ccccc12)Nc1ccc2c(c1)OCCO2
    0%, 16µM*, 10%, -5%, i, -19, 38%, 13%, -3
(44) O=C(Cn1nnc(-c2ccc(Cl)cc2)n1)N1CCN(C(=O)c2ccco2)CC1
    9%, 0%, 3%, -3%, -44%[inhibitor], 2, 0%, 12%, -4
(45) CCOC(=O)Nc1ccc2c(CN3C(=O)NC(CC)(CC)C3=O)cc(=O)oc2c1
    2%, 1%, -1%, -9%, -22%, 26, 7%, 7%, 3

Assay outcomes (PubChem BioAssay)
